Cneo AK release: Cryptococcus neoformans lysis via adenylate kinase release; C. neoformans lysis, adenylate kinase release luminescence, 4 h; normalised: neutral wells 0, clomiphene wells 100; lysis activity, % at 15 µM; 0.2% of 360,000 active; AID 651654;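 active means mean lysis activity across replicates of at least 80%, whatever share of replicates individually reach that level; inactive means mean lysis activity below 80%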
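Assay system: log-phase C. neoformans yeast / Quantity: yeast cell density of 5 × 10^6 cells/mL / Medium: fresh YPD growth medium / Compound: single dose / Timing: static 4 h at 37 °C with compound, 1 h detection / Measured by: adenylate kinase release luminescence / Read-out: lysis from increased AK signal / Benchmarks: Clomiphene as positive lysis control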
CASP6 VEID inh: blocks human caspase-6 cleavage activity; purified caspase-6, Z-VEID-R110 cleavage fluorescence; inhibition, % at 12.5 µM; AID 686996; P55212; 0.53% of 350,000 active;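 active means mean inhibition across replicates at least about 35%, with every replicate also reaching that limit, limit read from the data; inconclusive means only one of the two criteria met; inactive means neither criterion met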;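 further: 0% = median of neutral control wells and 100% = no fluorescence left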
Target sequence (P55212 24-179 limits assumed): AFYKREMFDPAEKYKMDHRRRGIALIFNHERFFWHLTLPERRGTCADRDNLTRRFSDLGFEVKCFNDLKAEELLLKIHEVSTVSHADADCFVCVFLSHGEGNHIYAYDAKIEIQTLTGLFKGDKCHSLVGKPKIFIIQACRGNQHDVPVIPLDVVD
Target sequence (P55212 194-293 limits assumed): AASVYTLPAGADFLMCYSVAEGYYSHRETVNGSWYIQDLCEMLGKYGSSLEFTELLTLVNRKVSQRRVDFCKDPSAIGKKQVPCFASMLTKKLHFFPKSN
PAX8 reporter: lowers PAX8-driven luciferase in RMG-I cells | inhibition, % at 12.6 µM | RMG-I TPO-luciferase reporter, SteadyGlo, 24 h | 1.2% of 360,000 active;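 active means mean replicate inhibition at least 60% with every replicate also reaching 60%; inconclusive means only one of the two criteria is met; inactive means mean below 60% and not all replicates reaching 60%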;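 further: luciferase light reporting Pax8 driven TPO promoter activity; plate controls were median of neutral control wells for no effect and mitoxantrone controls for full effect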
FN deposit inh: fibronectin deposition inhibition; AH1F fibroblasts, Alexa488-fibronectin deposition fluorescence, overnight; inhibition, % at 12.6 µM; 0.086% of 350,000 active; AID 743247;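 active means mean inhibition across replicates of 30% or more, regardless of how many single replicates reach that level; inconclusive means mean under 30% yet at least half of replicates reach 30%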;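 further: positive control wells lacked labelled fibronectin entirely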
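Assay system: AH1F fibroblast monolayer, labelled fibronectin deposition. Amount: 10000 cells per well. Also added: labelled fibronectin 24 nM. Compound: single-point pinned compound. Incubation: cell attachment 1 h, compound and FN exposure overnight. Detection: fluorescence after three HBSS washes, excitation 485 nm, emission 525 nm. Read-out: inhibition of fibronectin deposition signal.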
EWS-Fli inh: inhibitors of EWS/Fli oncoprotein transcriptional activity. A673 NR0B1-luciferase reporter, viability-normalised. inhibition, % at 12.6 µM. 0.67% of 350,000 active;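 active means mean inhibition of at least 50% after viability correction, with every replicate also passing that limit; inconclusive means mean reaches 50% but only one of two replicates passes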;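 further: firefly luciferase signal divided by Alamar Blue viability fluorescence both relative to DMSO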
LGR2 antag: inhibitors of bursicon-induced Drosophila LGR2 receptor cAMP signaling; HEK293 LGR2, CRE-luciferase, bursicon-stimulated, 4 h; inhibition, % at 9.99 µM; 0.35% of 380,000 active; AID 720647;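 active means drop in luminescence signal, shown as inhibition above about 50% in the replicate tests, limit read from the data, passing the limit was not always enough; inconclusive means probably only some replicates passing the limit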;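 further: agonist challenge used bursicon conditioned medium at about half maximal strength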
PGC1a acetyl inh: lowers PGC1a acetylation signal in U2OS cells | AlphaScreen anti-acetyl-lysine; with virally co-expressed GCN5 acetyltransferase | inhibition, % at 15.6 µM | 0.17% of 350,000 active;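 active means every replicate shows inhibition of at least 40%; inconclusive means mean inhibition at least 40% but some replicate below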;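 further: 0% = neutral control wells and 100% = positive control wells; some results beyond the cut were filed as inactive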
miR122 inh: blocks miR-122 activity in Huh7 sensor cells. 0.3% of 340,000 active. AID 602342. activation (reporter increase), % at 12.5 µM. Huh7 miR-122 Renilla luciferase sensor, 48 h; neutral wells = 0, positive control = 100;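 active means mean replicate activation score at least 90 and every replicate individually at or above 90; inconclusive means only one of the two criteria met; inactive means neither criterion met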;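 further: higher luciferase means less miR-122 activity so hits act as miR-122 inhibitors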
The depositor's hits bear a star; ? = inconclusive; nt = not tested or not shown; [ ] = remark or other dose. The order is random (roughly 2.5% active in at least one column).

SMILES	Cneo AK release	CASP6 VEID inh	PAX8 reporter	FN deposit inh	EWS-Fli inh	LGR2 antag	PGC1a acetyl inh	miR122 inh
Cn1c(=O)n(C)c2cc(/C=N/N=C3/NC(=O)C(CC(=O)O)S3)ccc21 (configuration not stated)	nt	9	-11	5	9	12	3	1
COc1ccccc1N1CCN(S(=O)(=O)CCNC(=O)c2cc(=O)c3ccccc3o2)CC1	3	0	29	4	2	6	-7	-5
COC(=O)CN(n1cnnc1)S(=O)(=O)c1ccc(C)cc1	3	nt	nt	nt	nt	-1	12	1
COc1cccc(CNC(=O)C[C@@H]2C=C[C@@H](NC(=O)C3CC3)[C@@H](CO)O2)c1	0	-4	-23	-6	1	-3	8	nt
CN(C(=S)NC(=O)c1ccccc1Br)C1CCCCC1	7	3	nt	nt	10	-13	3	3
CCC1CCCCN1C(=O)CCS(=O)(=O)c1ccccc1 (configuration not stated)	1	0	-108	3	-69	9	4	-1
COc1ccccc1CNc1ccc(N2CCOCC2)c(C(=O)O)c1	2	nt	8	0	nt	nt	6	-6
CCOc1ccc(S(=O)(=O)N2CCCC(C(=O)N3CCOCC3)C2)cc1C (configuration not stated)	-2	-2	9	16	8	-11	nt	nt
O=C(COc1ccc(Br)cc1Cl)NC(=S)Nc1ccccn1	-5	-1	-155	nt	nt	-20	nt	-7
COc1ccc(CN(C)C[C@@H]2Oc3ccc(NC(=O)Nc4cccc5ccccc45)cc3CC(=O)N([C@H](C)CO)C[C@@H]2C)cc1	-4	3	8	nt	-2	14	-7	-6[16.7 µM]
O=C(c1ccco1)N1CCN(S(=O)(=O)c2ccc3c(c2)CCN3C(=O)C2CC2)CC1	-9	nt	-3	5	nt	nt	-13	-3
O=C(C1CCN(S(=O)(=O)c2cccs2)CC1)N1CCN(c2ccccc2)CC1	2	nt	-1	6	nt	nt	1	-1
C[C@@H]1CN([C@@H](C)CO)C(=O)c2cc(NS(=O)(=O)c3ccccc3)ccc2O[C@@H]1CN(C)C(=O)Nc1ccccc1	-5	-1	-5	nt	0	11	1	-7[16.7 µM]
Cc1ccc(NC(=O)CCSc2nnc(Cc3ccccc3)o2)cc1	-1	-1	30	8	8	13	2	4
O=C(N[C@@H]1CC[C@@H](CC(=O)N2CCCCC2)O[C@@H]1CO)c1ccc2c(c1)OCO2	-5	1	2	nt	-2	-22	3	nt
NC1=NC[C@H](CC2CCCCC2)N1CCc1cc(C(F)(F)F)cc(C(F)(F)F)c1	0	31	-14	-7	?	5	-5	3
CN(Cc1ccccc1F)C(=O)c1sccc1-c1ccccc1	-9	1	-1	-3	nt	19	nt	nt
COc1ccc(-c2sc3cc(OC)c(OC)cc3c2C#CCO)cc1	1	4	13	3	1	7	nt	nt
COc1ccc(CN2C(=O)C(CC(=O)NCc3cccs3)CC(C(=O)N3CCOCC3)=C2C)cc1 (configuration not stated)	-6	-2	-5	5	-7	3	0	-9
Nc1cc(N2CCOCC2)c(Cl)cc1[N+](=O)[O-]	nt	1	-1	-9	2	-2	nt	nt
CSCCC(C(=O)Nc1c(C)cccc1C)N(Cc1ccccc1)Cc1ccccc1 (configuration not stated)	1	-4	28	-1	11	-5	-9	-5
Cc1cc(Oc2ccc(=O)[nH]n2)nc(Cl)n1	1	-2	-7	1	-4	0	5	2
Cc1nn2c(nc1=O)SCC(c1ccccc1)=N2	-8	nt	-49	-4	nt	nt	3	4
Cc1cc(=O)oc(C)c1C(=O)OC(C(=O)c1ccccc1)c1ccccc1 (configuration not stated)	nt	1	-10	9	11	5	nt	nt
Cc1ccc(S(=O)(=O)Nc2ccc3c(c2)CC(=O)N([C@@H](C)CO)C[C@H](C)[C@@H](CN(C)C)O3)cc1	9	2	-19	nt	-3	-2	2	1[16.7 µM]
CSc1nc2ccsc2c(=O)n1-c1ccccn1	nt	1	-15	-1	-12	13	nt	nt
O=S(=O)(/N=C(/Sc1ccccc1)c1ccccc1)c1ccccc1	-1	nt	nt	-5	nt	nt	7	3
Cc1csc(NC(=O)c2cc3c(C)nn(Cc4ccccc4Cl)c3s2)n1	-1	nt	13	4	nt	-4	nt	-6
COc1ccc(CCNC(=O)C2CCCN(c3ncccn3)C2)cc1 (configuration not stated)	nt	-1	-11	0	-4	-6	-6	nt
C[C@H]1CCCCO[C@H](CN(C)C(=O)Nc2cccc3ccccc23)[C@@H](C)CN([C@@H](C)CO)C(=O)c2cc(NC(=O)Nc3ccc(C(F)(F)F)cc3)ccc2O1	1	-1	-9	nt	0	26	16	-3[16.7 µM]
CC[n+]1c(/C=C/N(C)c2ccccc2)oc2ccc(F)cc21	-1	nt	35	-2	nt	18	nt	335*
C[C@@H]1C(c2ccccc2)=NN(c2ccc(Br)cc2)[C@H]1C(=O)N1CCOC1=O	-1	0	-22	nt	1	6	-5	5
CCn1c(CNC(=O)c2cccc(C)c2)nnc1SCC(=O)N1CCOCC1	10	-3	15	-1	nt	14	nt	nt
COc1ccc(S(=O)(=O)N(C)C[C@@H]2Oc3ccc(NC(=O)Nc4ccc(F)cc4)cc3C(=O)N([C@H](C)CO)C[C@@H]2C)cc1	0	1	nt	nt	15	3	-2	-6[16.7 µM]
Cc1nc2cc(NCc3cc([N+](=O)[O-])ccc3O)ccc2n1Cc1ccccc1	1	3	-5	1	18	18	12	1
CS(=O)(=O)c1cccc(C(=O)Nc2cccc(-c3nc4ccccc4[nH]3)c2)c1	-4	3	-18	14	-37	-26	-3	6
O=S(=O)(c1ccccc1)N1CCCCN2[C@@H](CO)[C@H](c3ccc(C#CC4CCCC4)cc3)[C@@H]2C1	11	-2	8	3	-7	-11	-6	-4[16.7 µM]
CCc1c(Nc2ccccc2Cl)nc(N)[nH]c1=O	0	-4	-16	9	-11	-8	0	1
O=C(NCc1ccccc1)C(c1ccco1)N(C(=O)c1csnn1)c1ccccc1 (configuration not stated)	2	3	4	-1	7	-1	nt	nt
CC(=O)NC(c1cc(Cl)c2cccnc2c1O)C(C)C (configuration not stated)	1	nt	27	-9	14	24	36	-20
CCCc1cnc(N2CCN(S(=O)(=O)c3cccs3)CC2)nc1	0	0	-8	0	7	13	-2	-5
CC(C)CC#Cc1cnc2c(c1)C(=O)N([C@H](C)CO)C[C@H](C)[C@H](CN(C)C(=O)Nc1cccc(F)c1)O2	-12	-2	-2	nt	7	0	1	0[16.7 µM]
Cc1ccc(S(=O)(=O)N(CC(=O)Nc2ccccc2C(=O)O)c2ccc(Cl)cc2)cc1	2	5	18	3	11	22	-11	2
CCOc1ccccc1N1CCN(C(=O)NC(C)c2ccc(F)c(F)c2)CC1 (configuration not stated)	-1	-2	5	-8	0	-1	-2	1
Cc1ccc(C)c(N2CCN(C(=O)c3cc4c(C)nc5ccccc5c4o3)CC2)c1	2	2	7	8	14	22	-12	0
COc1ccccc1N1CCN(C(c2cccs2)c2nnnn2C2CCCC2)CC1 (configuration not stated)	1	4	nt	nt	7	3	-15	4
Nc1nc(NC(=O)c2ccccc2Cl)nn1-c1ccccc1	1	-2	-2	-6	-9	11	2	-2
COc1ccc(S(=O)(=O)N(C)c2ccc(C(=O)N3CCN(c4ccccc4)CC3)cc2)cc1OC	0	-1	8	nt	14	-22	-3	-7
CC(O)CNc1ncnc2nc[nH]c12 (configuration not stated)	-2	nt	-4	15	nt	nt	6	-2
CCS(=O)(=O)N1Cc2cc(C(=O)NCC3CC3)nc(-c3cccc(-c4cccnc4)c3)c2[C@@H]1CCO	nt	2	27	-1	6	3	nt	nt
Cc1cn(CC(=O)c2ccccc2)c2ccccc12	-3	-3	-73	0	-15	4	nt	0
C=CCN(C(=O)c1csnn1)C(C(=O)NCc1ccc(F)cc1)c1ccccc1 (configuration not stated)	-1	4	10	-6	7	8	nt	5
COc1cc(C(CCN2CCCC2)c2c(OC)cc(OC)c3c(C)cc(=O)oc23)cc(OC)c1OC (configuration not stated)	2	nt	2	-11	0	32	nt	0
C[C@H]1CCCCO[C@H](CN(C)Cc2ccc3c(c2)OCO3)[C@@H](C)CN([C@@H](C)CO)C(=O)c2cc(NC(=O)Cc3ccccc3)ccc2O1	3	nt	-2	nt	8	-22	-2	9[16.7 µM]
C[C@H](CO)N1C[C@H](C)[C@H](CN(C)C(=O)Cc2cccnc2)Oc2ncc(C3=CCCCC3)cc2C1=O	-1	1	nt	-25	-2	-19	-12	5[16.7 µM]
Cn1cnc(S(=O)(=O)N[C@H]2C=C[C@@H](CC(=O)NCC3CCCCC3)O[C@@H]2CO)c1	-5	5	0	-9	-2	5	3	nt
N#Cc1cccc(-c2ccc3c(c2)[C@H]2[C@H](CCN2Cc2ccncc2)[C@@H](CO)N3)c1	nt	3	nt	8	nt	16	-2	nt
O=C(Nc1cccc(F)c1)N1CCCCN2[C@H](C1)[C@H](c1ccc(-c3ccncc3)cc1)[C@@H]2CO	0	nt	-14	nt	-4	-14	-3	3[16.7 µM]
CC(=O)OC1CC[C@@]2(C)C(CCC3C2CC(=O)[C@@]2(C)C3CC3CC(C)=CC(=O)C32)C1 (some centres not stated)	-3	0	12	2	0	10	nt	nt
C=CCNC(=O)c1ccc(-c2nc3ccccc3nc2-c2ccccc2)cc1	1	-1	17	11	-5	13	nt	4

Continuation:
SMILES	Cneo AK release	CASP6 VEID inh	PAX8 reporter	FN deposit inh	EWS-Fli inh	LGR2 antag	PGC1a acetyl inh	miR122 inh
CC1CCCC(C)N1C(=C(Cl)Cl)C(=C1SCCS1)[N+](=O)[O-] (configuration not stated)	nt	0	24	10	9	-33	-22	nt
CCN(CC)C(=O)c1sc2nc(Cc3ccccc3)[nH]c(=O)c2c1C	0	2	-9	-2	12	8	-6	-1
CC(C)=C1SC(N2CCN(Cc3ccccc3)CC2)=NC1=O	-3	nt	1	-10	nt	nt	nt	0
O=C(CN1CCN(S(=O)(=O)c2ccccc2)CC1)Nc1ccnn1C1CCCC1	-1	1	9	18	-5	-5	-6	-3
CNC[C@H]1Oc2ccc(NS(=O)(=O)c3ccc(F)cc3)cc2CC(=O)N([C@@H](C)CO)C[C@H]1C	3	-1	-11	nt	nt	9	-4	2[16.7 µM]
CN1OC[C@@H]2CN(Cc3ccccc3)[C@H](c3cccc(N4CCOCC4)c3)C[C@@H]21	-1	0	7	-10	9	11	-12	-5
Cc1ccccc1C1c2[nH]c3ccccc3c2C[C@H]2C(=O)N(c3ccccc3C(=O)NCCCN3CCOCC3)C(=O)N12 (some centres not stated)	1	1	nt	nt	20	-5	2	27
O=C(C[C@@H]1CC[C@@H]2[C@H](COC[C@@H](O)CN2S(=O)(=O)c2cccc(Cl)c2)O1)Nc1ccccc1	2	-3	-6	7	-2	-1	0	-1[16.7 µM]
Nc1cc(=O)[nH]c(SCC(=O)N2CCC(Cc3ccccc3)CC2)n1	0	1	8	0	4	-15	nt	nt
COCC#Cc1cnc2c(c1)C(=O)N([C@H](C)CO)C[C@@H](C)[C@@H](CN(C)C(=O)Nc1ccccc1F)O2	-3	0	nt	-16	-16	10	3	-2[16.7 µM]

Assay outcomes from PubChem BioAssay.
